AmpC inh no detg: inhibitors of E. coli AmpC beta-lactamase without detergent; AmpC nitrocefin hydrolysis, absorbance 480 nm, 0.0001% Triton; Potency, µM (top dose mostly 57.1 µM), without a hit: top-dose activity change, negative = inhibition, actives largely listed as inhibitors; AID 485341; 0.52% of 330,000 active; P00811;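 further: potency means the concentration at half of the fitted maximal effect; plate controls were no compound for no effect and no enzyme for full effect; nearly all actives have a fitted effect of over 20% in size; some results filed as inactive show a strong effect at the top dose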
Target sequence (P00811 whole entry, looked up): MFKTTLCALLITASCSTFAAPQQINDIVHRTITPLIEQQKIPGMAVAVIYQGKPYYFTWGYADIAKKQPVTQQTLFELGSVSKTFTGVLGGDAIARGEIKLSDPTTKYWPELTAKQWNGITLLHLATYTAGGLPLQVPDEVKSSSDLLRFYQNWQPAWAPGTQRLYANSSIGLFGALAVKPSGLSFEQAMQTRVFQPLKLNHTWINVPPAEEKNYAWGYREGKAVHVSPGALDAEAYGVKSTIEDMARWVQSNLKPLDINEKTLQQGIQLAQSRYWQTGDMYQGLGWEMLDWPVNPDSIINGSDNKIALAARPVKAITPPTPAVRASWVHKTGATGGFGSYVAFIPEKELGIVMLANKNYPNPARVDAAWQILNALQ
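AmpC (5.3 nM in the dispensed reagent) in 20 mM phosphate pH 7.0 with 0.01% (detergent screen) or 0.0001% Triton X-100 was preincubated with compounds for 15 min at room temperature. Nitrocefin was then added from an 800 uM solution, and hydrolysis was followed at 480 nm.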
LmPK inh: inhibitors of Leishmania mexicana pyruvate kinase. Potency, µM (series often up to 57.5 µM), inactives show at the highest dose activity change, negative = inhibition, actives largely listed as inhibitors. Q27686. purified LmPK, Kinase-Glo ATP luminescence, 1 h. 0.37% of 290,000 active; further: potency means the concentration at half of the fitted maximal effect; on the % scale 0 is the no-effect control and ±100 the full control effect
Target sequence (Q27686 whole entry, looked up): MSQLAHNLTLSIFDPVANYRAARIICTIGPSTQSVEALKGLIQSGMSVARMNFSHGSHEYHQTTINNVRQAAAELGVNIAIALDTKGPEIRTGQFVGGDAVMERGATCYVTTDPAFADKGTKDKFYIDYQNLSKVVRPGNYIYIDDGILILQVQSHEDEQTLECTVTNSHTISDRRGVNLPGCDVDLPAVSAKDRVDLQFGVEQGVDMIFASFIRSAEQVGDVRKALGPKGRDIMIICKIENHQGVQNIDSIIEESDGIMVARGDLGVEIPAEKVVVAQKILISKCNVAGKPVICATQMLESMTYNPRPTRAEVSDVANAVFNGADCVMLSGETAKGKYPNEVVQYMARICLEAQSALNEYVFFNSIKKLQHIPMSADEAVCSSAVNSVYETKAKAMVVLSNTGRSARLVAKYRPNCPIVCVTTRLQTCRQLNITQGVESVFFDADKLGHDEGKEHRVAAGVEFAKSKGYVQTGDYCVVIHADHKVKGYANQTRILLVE
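0.1 nM LmPK, 0.5 mM PEP, 0.1 mM ADP; 50 mM imidazole pH 7.2, 7 mM MgCl2, 50 mM KCl; 1 h RT. Kinase-Glo luminescence readout, normalized to no-enzyme (full inhibition) and uninhibited wells.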
Cycloheximide cs: affects cycloheximide protein synthesis inhibition readout, counter-screen | cell reporter, cycloheximide protein synthesis inhibition counterscreen | max response, % | 12% of 300,000 active | AID 2314; in the data active means max response mostly above about 13%, no sharp cut-off; inactive means mostly below about 14%; further: read at 38.3 µM for the half of the compounds with a filed dose; 0% is about no effect
Pf growth 96h: P. falciparum growth inhibition at 96 hour, primary screen for plastid delayed-death inhibitors; P. falciparum luciferase reporter growth, 96 h; Potency, µM (top dose mostly 28.7 µM), without a hit: top-dose activity change, negative = inhibition, most hits filed as inhibitors; 6.9% of 320,000 active; AID 504834; further: potency means the concentration at half of the fitted maximal effect; on the % scale 0 is the no-effect control and ±100 the full control effect
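Readout is luminescence from an integrated firefly luciferase in P. falciparum. Red cells, 2% hematocrit and 0.05% parasitemia final, were cultured with compound through two parasite generations (96 hours) at 37 C, 5% CO2.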
Shiga toxin inh: blocks Shiga toxin action in Vero cells; inhibition, % at 38.7 µM; AID 2315; 9.2% of 290,000 active; Vero cells, Shiga toxin protein synthesis inhibition reporter; in the data active means inhibition mostly above about 28%, no sharp cut-off; inactive means mostly below about 43%; further: 0% is about no effect
Pf growth 48h: P. falciparum growth inhibition at 48 hours (one generation); P. falciparum luciferase growth in erythrocytes, 48 h; Potency, µM (series often up to 28.7 µM), without a hit: top-dose activity change, negative = inhibition, most hits filed as inhibitors; 5.9% of 310,000 active; AID 504832; further: potency means the concentration at half of the fitted maximal effect; on the % scale 0 is the no-effect control and ±100 the full control effect
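Read-out is firefly luciferase luminescence from an integrated reporter in P. falciparum, so falling signal marks reduced parasite growth. Infected erythrocytes were at 2% hematocrit and 0.1% parasitemia (final) in Albumax-supplemented RPMI 1640.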
TbPYK inhibitor: T. brucei pyruvate kinase inhibition | Q57TT1 | TbPYK enzyme, Kinase-Glo Plus ATP luminescence, 45 min | Potency, µM (series often up to 76.8 µM), for inactives: at the highest dose activity, negative = inhibition, hits mostly inhibitors | 0.12% of 410,000 active | AID 624173; further: potency means the concentration at half of the fitted maximal effect; on the % scale 0 is the no-effect control and ±100 the full control effect; nearly all actives have a fitted effect of over 50% in size
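Activity of T. brucei pyruvate kinase was followed by Kinase-Glo Plus luminescence after the enzyme reacted 45 min at room temperature with 130 uM ADP (final) and substrate. Test compounds were added before ADP at multiple concentrations.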
Active calls of the source: *; ? = inconclusive; · = no result given; [ ] = another dose, or the depositor's remark. Unless noted, the call rests on the fitted dose curve; in most records, active means well fitted curve in the direction sought with a large enough effect; inconclusive means small, poorly fitted or top-dose-only effect, or another doubt; inactive means no such curve, though single readings can be large; an effect the other way counts as inactive or inconclusive. Hits appear at their usual frequency; 22% or so of the library scored in one or more.

SMILES	AmpC inh no detg	LmPK inh	Cycloheximide cs	Pf growth 96h	Shiga toxin inh	Pf growth 48h	TbPYK inhibitor
O=C(CSc1nnc(CN2CCCC2)n1-c1ccc(F)cc1)c1ccc2c(c1)OCO2	77%[activator]	·	·	30%	·	?	-1%
COc1ccc(C[C@@H]2CN3C(=NC[C@@H]3C)N2C[C@H](C)NC(=O)c2ccc(C)c(Br)c2)cc1	18%	1%	1	2.6µM*	-7	8.3µM*	0%
COC(=O)C1CCN(C(=O)CN2C(=O)NC(CCc3ccccc3)C2=O)CC1 (stereo not given)	-1%	-10%	-3	·	-14	18%	0%
CC1=NN=C(c2ccccc2)C(c2c[nH]c3ccccc23)N1O (stereo not given)	-14%	0%	-4	?	-4	?	-16%
CCOc1cc(C(=O)Nc2cnccn2)cc(OCC)c1OCC	-1%	1%	-4	·	-9	6%	1%
N#Cc1cc2c(=O)n3ccccc3nc2n(CCCN2CCOCC2)c1=O	2%	-3%	-5	-24%	-5	6%	4%
O=S(=O)(c1ccc(Cl)c(NC(=S)Nc2ccccc2N2CCOCC2)c1)N1CCOCC1	-34%	-1%	-6	-27%	-3	8%	-4%
CSc1ncccc1C(=O)Nc1ncc(C)s1	-17%	-1%	11	29%	36	35%[activator]	-2%
O=C(N/N=C/c1cccc(O)c1)c1ccc(COc2ccc3c(c2)CCC3)o1	-26%	2%	35*	-24%	57*	·	-1%
O=C(COC(=O)C12CC3CC(CC(O)(C3)C1)C2)N1CCN(S(=O)(=O)c2ccc(Cl)cc2)CC1	177%[activator]	4%	-2	?	1	?	2%
Cc1cc(C)n(-c2ccc(C(=O)NCC(c3ccco3)N3CCCC3)cc2)n1 (stereo not given)	59%	·	·	5.2µM*	·	?	0%
COc1ccc(CN2CCN(c3ccccc3OC)CC2)cc1OC	-26%	1%	-3	84%[activator]	-4	8%	-13%
CCn1c(COc2cccc(C)c2)nnc1SCC(=O)NC1CCCC1	63%[activator]	4%	-4	-16%	-3	-26%	-2%
CCOc1ccc(CN(C)C(=O)c2cc(S(=O)(=O)N3CCCC3)ccc2C)cc1	71%[activator]	·	·	?	·	12µM*	-6%
COc1ccccc1OCC(=O)Nn1c(=S)[nH]c2ncccc2c1=O	0%	-6%	0	29%	-3	22%	4%
Cc1ccc(S(=O)(=O)N/N=C\c2cn(CC(N)=O)c3ccccc23)cc1	-23%	1%	-1	?	-5	26%	-13%
COC(=O)CC1=C(C(=O)OC)C(c2cc(OC)c(OC)cc2OC)C(C#N)=C(N)O1 (stereo not given)	-7%	10%	-2	·	-19	0%	-2%
CCOC(=O)c1c(C)n(C)c2ccc(OCC(O)Cn3nc(C)cc3C)cc12 (stereo not given)	68%[activator]	-1%	0	·	-16	?	·
C/C(=N/NS(=O)(=O)c1ccc(C)cc1)c1cccc(NC(=O)c2cccc(Cl)c2)c1	-31%	-5%	-15	4%	11	-7%	1%
Cc1cc(C(=O)NNC(=O)c2ccc(C)c([N+](=O)[O-])c2)c(C)o1	-15%	·	·	24%	·	?	-1%
Cc1ccc(NC(=O)NC(=O)N(c2ccccc2)S(C)(=O)=O)cc1	-31%	-1%	27*	-20%	50*	11%	-9%
COc1ccc(-c2nn(-c3ccccc3)cc2/C=N/NC(=O)c2ccc3c(c2)OCO3)cc1	58%	2%	14	?	59	?	·
CCCCCCCC(=O)Nc1cc(C(=O)NCc2ccc(C)cc2)ccc1N1CCC2(CC1)CC(c1cccc(Br)c1)=NO2	-31%	·	·	46%[activator]	·	-3%	-5%
O=C(Nc1cccn(Cc2c(Cl)cccc2Cl)c1=O)c1c(Cl)cccc1Cl	-20%	6%	-4	?	-20	?	-9%
COc1ccc(CN(C(=O)c2ccccc2OC)C2CCS(=O)(=O)C2)cc1 (stereo not given)	0%	0%	-2	1%	10	?	-11%
COc1cc(C(=O)N2CCc3ccccc32)cc(OC)c1OC	6%	0%	1	-6%	1	16%	0%
CCn1c(SCC(=O)c2ccc(Cl)s2)nnc1-c1cccs1	-29%	4%	24*	?	74*	?	-23%
OCC[C@@H]1C[C@H](O)[C@@H](O)[C@]2(CCc3ccccc3O2)O1	-25%	0%	1	6%	-2	42%[activator]	-1%
CCCC(=O)Nc1ccc(N2CCCCC2)cc1	-23%	0%	25*	·	110*	68%[activator]	-1%
Cn1c(=O)c2c(ncn2CC(=O)N/N=C/C=C\c2ccccc2[N+](=O)[O-])n(C)c1=O	-3%	-7%	2	22%	-10	15%	0%
O=C(CSc1n[nH]c(=O)[nH]c1=O)N/N=C/c1ccccc1	-32%	-1%	-4	42%[activator]	-4	-7%	-7%
COc1cc(OC)cc(C(=O)N/N=C/c2ccc(OC)c(COc3ccc4ccccc4c3)c2)c1	-19%	3%	2	?	-8	56%[activator]	8%
O=C1NC(=O)C2(COC3(CCCC3)OC2)S1	-15%	3%	-3	?	-10	1%	-2%
COc1ccc(Nc2nc(-c3cccc([N+](=O)[O-])c3)nc3ccccc23)c(OC)c1	-26%	1%	-9	?	-9	?	-4%
Cc1cc(NC(=O)COC(=O)C2CC(=O)N(c3ccc(C)c(Cl)c3)C2)no1 (stereo not given)	17%	0%	-7	10%	5	16%	-4%
COc1ccc(NC(=O)c2oc3ccccc3c2NC(=O)c2ccco2)cc1	-7%	-1%	47*	1%	35*	?	-2%

Quoted at random: two entries already listed.
SMILES	AmpC inh no detg	LmPK inh	Cycloheximide cs	Pf growth 96h	Shiga toxin inh	Pf growth 48h	TbPYK inhibitor
O=C(N/N=C/c1cccc(O)c1)c1ccc(COc2ccc3c(c2)CCC3)o1	-26%	2%	35*	-24%	57*	·	-1%
COC(=O)C1CCN(C(=O)CN2C(=O)NC(CCc3ccccc3)C2=O)CC1 (stereo not given)	-1%	-10%	-3	·	-14	18%	0%

(more compounds)
SMILES	AmpC inh no detg	LmPK inh	Cycloheximide cs	Pf growth 96h	Shiga toxin inh	Pf growth 48h	TbPYK inhibitor
O=C(NCCO)/C(=C\c1ccco1)NC(=O)c1cccs1	-7%	0%	-3	4%	-7	26%	2%
COc1ccccc1CNS(=O)(=O)c1ccc2[nH]c3c(c2c1)CCCCC3	·	·	6	·	16	·	5%
COc1ccc(S(=O)(=O)N2CCOC2CNC(=O)C(=O)NCCc2ccc(OC)c(OC)c2)cc1 (stereo not given)	28%	-1%	-6	?	-9	-8%	-3%
Cc1c(Cc2ccccc2)sc(NC(=O)C(C)(C)C)c1C(N)=O	-19%[2.29 µM]	0%	6	3%	19	?	-12%
O=c1oc2ccccc2cc1C1=Nn2c(nnc2-c2cccnc2)SC1	-8%	3%	2	3%	16	2%	-14%
Cc1ccc(C(C)NC(=O)c2ccncc2)c(C)c1 (stereo not given)	3%	1%	8	18%	-5	-19%	-3%
CC(NC(=O)CN1C(=O)NC2(CCc3ccccc32)C1=O)c1ccccc1 (stereo not given)	-9%	·	·	8%	·	0%	-1%
Cc1nnc(SCC(=O)N2CC(=O)Nc3ccccc32)n1Cc1ccccc1	-14%	1%	-2	-3%	21	?	-4%
Cc1ccc(S(=O)(=O)NCc2ccc3c(c2)cc(C)n3C)cc1	25µM*	6%	-3	-8%	-9	?	-3%
O=C(CN1CCN(S(=O)(=O)c2ccccc2)CC1)Nc1ccccc1C(=O)NC1CC1	1%	·	·	-13%	·	11%	11%
Cc1c(C(=O)N2CC[C@@H](N3CCC(O)CC3)[C@H](O)C2)[nH]c2ccc(Cl)cc12	26%	6%	1	?	-3	20%	1%
CC(C)NS(=O)(=O)c1ccc(CCC(=O)NCc2ccc3c(c2)OCO3)cc1	-4%	4%	-2	?	13	-3%	-9%
O=C(NCCNc1ccc([N+](=O)[O-])cc1C(F)(F)F)c1cccc(F)c1	-22%	4%	-3	?	-3	?	-9%
Cc1ccccc1C(O)c1cccnc1 (stereo not given)	-11%	-2%	0	2%	8	-8%	5%
C/[N+]([O-])=C/c1c(OCc2ccc(Cl)cc2Cl)ccc2ccccc12	-6%	-3%	-2	16%	-10	-4%	-13%
CC(=O)c1cccc(OCC(=O)N(C)CC(=O)Nc2ccc(F)cc2)c1	-5%	-3%	-3	36%[activator]	2	-16%	-1%
N#Cc1c[nH]n2c(=O)c3c(nc12)CCCC3	-7%	-3%	-2	?	-5	5%	·
Cc1cc(NC(=O)CSc2nccn2-c2ccc(Cl)cc2)no1	11%	0%	-2	?	9	-10%	-7%
Cc1ccc(C)c(Nc2cc(C)nc3ncnn23)c1	-5%	-1%	-3	?	·	100%[activator]	-2%
O=C(CCCN1C(=O)/C(=C/c2ccccc2Cl)SC1=S)NCCCN1CCOCC1	168%[activator]	-21%	-4	?	-9	12µM*	-6%
CCOc1ccccc1N1CCN(Cc2c(C)n(C)n(-c3ccccc3)c2=O)CC1	-18%	-3%	-2	-11%	14	0%	-4%
CCCC(C)n1[nH]c(=O)cc1N (stereo not given)	-16%	4%	1	?	15	-27%	2%
COc1cc(S(=O)(=O)N2CCN=C2c2ccccc2)c(OC)cc1Cl	5%	0%	-2	?	-19	-15%	-7%
Cc1cccc(C)c1OCC(=O)Nn1c(COc2ccccc2)nc2ccccc2c1=O	0%	10%	-7	-21%	-15	·	2%

Single records, from the list above:
Cc1ccccc1C(O)c1cccnc1 (stereo not given) is listed with AmpC inh no detg: -11%; LmPK inh: -2%; Cycloheximide cs: 0; Pf growth 96h: 2%; Shiga toxin inh: 8; Pf growth 48h: -8%; TbPYK inhibitor: 5%
O=C(NCCNc1ccc([N+](=O)[O-])cc1C(F)(F)F)c1cccc(F)c1 is listed with AmpC inh no detg: -22%; LmPK inh: 4%; Cycloheximide cs: -3; Pf growth 96h: ?; Shiga toxin inh: -3; Pf growth 48h: ?; TbPYK inhibitor: -9%

(cont.)
SMILES	AmpC inh no detg	LmPK inh	Cycloheximide cs	Pf growth 96h	Shiga toxin inh	Pf growth 48h	TbPYK inhibitor
Cc1ccc(C(=O)O)cc1N1C(=O)CCCC1=O	1%	11%	-4	12%	2	9%	3%
CC(C)C[C@@]12C(=O)N(c3cccc(Br)c3)C(=O)N1[C@H](c1ccc(F)cc1)[C@@H]1C(=O)N(C3CCCCC3)C(=O)[C@@H]12	-21%	·	·	?	·	1.9µM*	2%
CCOc1cccc(/C=C2/NC(=O)N(CC(=O)Nc3cccc(C)c3)C2=O)c1O	16%	-3%	1	70%[activator]	-6	55%[activator]	3%
CCOC(=O)c1sc(NC(=O)CCSC)nc1C	-16%	-2%	12	16%	31	?	-5%
FC(F)(F)c1ccc(CN2C[C@@H]3C(c4ccc(C(F)(F)F)cc4)C4(c5cccnc5)CC3(C4)[C@H]2c2ccccc2)cc1 (stereo not given in full)	-24%	-2%	-3	2.1µM*	3	2.1µM*	-6%
CCn1c(SCC(=O)Nc2ccccc2OC)nc(O)cc1=O	-52%	-1%	0	-12%	-9	22%	8%
O=C(/C=C/c1cccc([N+](=O)[O-])c1)c1ccco1	-12%	-4%	-1	?	12	33%[activator]	2%
Cc1ccc(S(=O)(=O)NCc2ccccc2)cc1C(=O)N1CC(C)CC(C)C1 (stereo not given)	4%	·	·	?	·	?	-3%
Cc1onc(-c2ccccc2)c1C(=O)Nc1ccc2c(c1)OCCO2	-6%	3%	12	?	-10	?	9%
